Assay outcomes as filed in PubChem BioAssay.
Fam108B inh – blocks mouse Fam108B hydrolase in RBBP9 counter-screen. inhibition, % at 9.51 µM. hit rate 0.33% among 300,000. AID 1947. recombinant Fam108B, FP-Rh probe fluorescence polarization;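 active means inhibition above the screen mean inhibition plus 3 SD, computed separately per campaign, cut at about 18% in these data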;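 further: inhibitors lower polarization as less probe binds the enzyme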
PME-1 inh – PME-1 (human) inhibition; Q9Y570; recombinant PME-1, FP-Rh probe fluorescence polarization; inhibition, % at 5.9 µM; hit rate 0.53% among 320,000; AID 2130;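 active means inhibition above the campaign mean of all compounds plus 3 SD, cut at about 26% in these data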;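 further: competitive labeling of PME-1 active site by serine hydrolase directed probe; 0% = PME-1 with DMSO and 100% = wells lacking PME-1 enzyme; inhibitors block probe labeling so polarization falls and inhibition rises; many of its hits are not listed in these tables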
PAFAH1B2 FP inh – inhibitors of human PAFAH1B2; P68402; AID 492953; recombinant PAFAH1B2, FP-rhodamine activity probe, fluorescence polarization; hit rate 1.2% among 340,000; inhibition, % at 3.39 µM;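 active means inhibition above the mean of all tested compounds plus 3 SD, cut at about 24% in these data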;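 further: 0% = enzyme with DMSO and 100% = wells lacking PAFAH1B2; many of its hits are not listed in these tables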
MEX-5 binding – C. elegans MEX-5 TCR-2 RNA binding activity. Q9XUB2. activity score (negative = inhibition of binding), % at 10 µM. MEX-5/FITC-TCR2 RNA binding, fluorescence polarization; active compounds read low. hit rate 0.38% among 300,000;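 active means inhibition past about -25% in most replicates, and total fluorescence under double the plate's negative control median, limit read from the data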;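 further: 0% = DMSO and -100% = 5 µM competing unlabeled TCR2 RNA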
pPAFAH inh – pPAFAH (human) enzyme inhibition; Q13093; recombinant pPAFAH, FP-rhodamine probe fluorescence polarization; hit rate 1.5% among 330,000; AID 463082; inhibition, % at 3.39 µM;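 active means inhibition above the mean inhibition across the screen plus 3 SD, cut at about 25% in these data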;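 further: inhibitors block binding of the rhodamine activity-based probe so polarization drops; 0% = enzyme with DMSO and 100% = wells lacking pPAFAH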
MCL1-BIM inh – inhibitors of human MCL1 binding to BIM-BH3 peptide | GST-MCL1 / FITC-Bim-BH3 fluorescence polarization | AID 2057 | inhibition, % at 10.9 µM | hit rate 0.68% among 320,000;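 active means inhibition above the mean inhibition of all tested compounds plus 3 SD, set per campaign, cut at about 40% in these data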;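 further: 0% = DMSO wells and 100% = unlabeled Bim-BH3 peptide control; higher means more loss of mP so more displacement of Bim peptide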
Bcl-xL primary – blocks human Bcl-xL binding to Bim BH3 peptide; Q07817; GST-Bcl-xL / FITC-Bim BH3 peptide fluorescence polarization; inhibition, % at 10.9 µM; hit rate 0.7% among 320,000; AID 2129;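 active means inhibition above the mean of all tested compounds plus 3 SD, cutoff set per campaign, cut at about 30% in these data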;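 further: 0% = DMSO wells and 100% = unlabeled Bim-BH3 peptide competitor; inhibitors lower millipolarization by displacing the labeled peptide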
Target sequence (Q07817 whole entry, looked up): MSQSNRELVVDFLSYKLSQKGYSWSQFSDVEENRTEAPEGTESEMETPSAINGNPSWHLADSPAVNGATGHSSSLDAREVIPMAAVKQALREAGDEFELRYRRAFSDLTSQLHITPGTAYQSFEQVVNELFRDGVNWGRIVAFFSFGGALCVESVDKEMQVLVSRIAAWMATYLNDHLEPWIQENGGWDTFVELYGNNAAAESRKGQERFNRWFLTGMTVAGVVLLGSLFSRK
AHR act – activates the human aryl hydrocarbon receptor; P35869; AHR-responsive luciferase reporter cells, luminescence; activation, % at 5 µM; hit rate 2.5% among 320,000; in the data active means activation above about 47%;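 further: 0% = vehicle wells and 100% = reference agonist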
Target sequence (P35869 whole entry, looked up): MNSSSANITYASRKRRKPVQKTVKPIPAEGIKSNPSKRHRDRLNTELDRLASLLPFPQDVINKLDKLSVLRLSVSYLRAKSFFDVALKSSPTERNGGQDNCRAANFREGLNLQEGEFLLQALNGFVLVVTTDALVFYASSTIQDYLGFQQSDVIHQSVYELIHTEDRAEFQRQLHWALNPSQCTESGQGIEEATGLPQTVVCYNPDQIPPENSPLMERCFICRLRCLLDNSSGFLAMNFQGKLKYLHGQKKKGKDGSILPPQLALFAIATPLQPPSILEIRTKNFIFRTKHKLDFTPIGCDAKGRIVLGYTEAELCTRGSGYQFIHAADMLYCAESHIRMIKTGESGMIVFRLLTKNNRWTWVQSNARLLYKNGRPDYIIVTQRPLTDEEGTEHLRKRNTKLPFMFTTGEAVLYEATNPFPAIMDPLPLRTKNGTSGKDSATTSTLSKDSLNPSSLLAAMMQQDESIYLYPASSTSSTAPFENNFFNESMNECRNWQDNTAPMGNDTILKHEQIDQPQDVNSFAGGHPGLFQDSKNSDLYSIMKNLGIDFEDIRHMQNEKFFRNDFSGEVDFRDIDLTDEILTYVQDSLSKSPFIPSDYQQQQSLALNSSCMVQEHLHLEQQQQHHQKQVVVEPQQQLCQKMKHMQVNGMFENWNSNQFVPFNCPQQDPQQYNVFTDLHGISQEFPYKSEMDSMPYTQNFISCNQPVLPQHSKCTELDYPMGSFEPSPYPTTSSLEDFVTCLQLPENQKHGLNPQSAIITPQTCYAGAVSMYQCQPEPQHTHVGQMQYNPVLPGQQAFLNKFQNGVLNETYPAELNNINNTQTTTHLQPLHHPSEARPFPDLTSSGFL
GLD-1 RNA inh – GLD-1-TGE RNA interaction inhibition (C. elegans); hit rate 0.44% among 320,000; purified GLD-1 + fluorescein TGE RNA, fluorescence polarization; Q17339; AID 2280; inhibition, % at 5.96 µM;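 active means percent inhibition above a per-plate cutoff, the plate mean of test compounds plus 3 SD, cut at about 30% in these data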;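 further: 0% = DMSO wells with GLD-1 and probe and 100% = wells lacking GLD-1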
* hit, by the source's call; nt = no result given.

SMILES | Fam108B inh | PME-1 inh | PAFAH1B2 FP inh | MEX-5 binding | pPAFAH inh | MCL1-BIM inh | Bcl-xL primary | AHR act | GLD-1 RNA inh
Cc1ccc(C2CC(c3cccs3)n3nc(N)nc3N2)cc1 (stereo unspecified) | -2.6 | 12.7 | -1.9 | -2.5 | 6.4 | 8.8 | 11.8 | -6.5 | 7.8
Cc1ccc(N(CC(=O)N2CCOCC2)S(=O)(=O)c2ccccc2)cc1 | 0.9 | 2.4 | -0.6 | -0.1 | 5.2 | -1.2 | -0.2 | -0.5 | -0.8
O=C(C1=C(O)C(=O)N(CCOCCO)C1c1cccc([N+](=O)[O-])c1)c1cccs1 (stereo unspecified) | -0.5 | 7.6 | -1.4 | 1.0 | 2.6 | -5.8 | 1.6 | -2.0 | 5.5
CCN=C1S/C(=C\c2sccc2C)C(=O)N1CC | -3.6 | 0.4 | 5.3 | 3.7 | 6.5 | -2.6 | 2.8 | 3.7 | -4.0
CCOc1ccc(N2C(=O)S/C(=C\c3cc(OC)c(OC)c(OC)c3)C2=O)cc1 | -0.6 | -1.7 | nt | -0.2 | 1.2 | -0.7 | -2.2 | -6.7 | 3.3
Cc1onc(-c2c(F)cccc2Cl)c1C(=O)NC(C)c1ccccc1 (stereo unspecified) | -0.8 | -2.2 | 6.2 | -1.7 | -0.1 | 0.8 | 4.1 | -0.9 | 4.5
COc1cc2c(cc1OC)C(CC#N)=NC(C)(C)C2 | -7.6 | 8.8 | 1.9 | 1.9 | 5.7 | 3.1 | 1.9 | 3.2 | -0.7
O=C(Cc1ccccc1)c1ccc(Cl)cc1 | -1.0 | 3.7 | 2.7 | 0.1 | 5.6 | 2.9 | 2.8 | -5.5 | -1.8
Cc1cccc(NC(=O)Nc2cnccn2)c1 | 3.1 | 0.3 | -2.6 | -0.8 | -1.7 | 0.0 | -0.4 | 38.7 | -7.7
CCOCCCn1c(=S)[nH]c2cc(C(=O)NCCOC)ccc2c1=O | -5.5 | -6.1 | 3.4 | -3.0 | 1.8 | -6.8 | -5.0 | 29.6 | 3.5
CCCc1nnc(NC(=O)c2c(O)c3c([nH]c2=O)CCCC3)s1 | -0.6 | 0.0 | 3.9 | -2.8 | 0.3 | -4.7 | -6.6 | -1.9 | -2.0
COc1ccc(NCc2nc3ccccc3n2CCOc2ccc(C)cc2)cc1 | 3.0 | 10.7 | 1.5 | 1.0 | 22.3 | 11.8 | 2.0 | 20.9 | 4.0
O=C(Cn1[nH]c(=O)c2ccccc2c1=O)NCCN1C(=O)S/C(=C\c2ccccc2)C1=O | nt | nt | 2.1 | nt | 9.2 | nt | nt | 6.7 | 1.1
COc1ccccc1NC(=O)Cn1nnc(-c2ccccc2NS(=O)(=O)c2ccccc2)n1 | -1.4 | -3.9 | 1.4 | -2.6 | 3.8 | -1.5 | -2.9 | 1.7 | 5.4
CN(Cc1ccc2ccccc2c1)C(=O)c1ccc(C(F)(F)F)cc1 | -0.1 | -2.6 | 7.0 | 1.6 | 4.6 | 0.5 | 3.9 | -2.5 | -1.6
O=C(NCCN1CCc2ccccc2C1)Nc1ccc(F)cc1 | 0.4 | -2.8 | 3.5 | -1.3 | 3.7 | 0.7 | 0.5 | 13.4 | 2.5
CCCS(=O)(=O)N1CCCC(c2nc(-c3ccc(OC)cc3)no2)C1 (stereo unspecified) | 1.4 | 0.2 | 6.1 | -3.3 | 2.3 | -1.0 | 3.1 | -0.6 | 5.1
O=C(O)c1cccc(-c2ccc(/C=c3/sc4nc5ccccc5n4c3=O)o2)c1 | 25.3* | -10.8 | 15.1 | -6.5 | 26.2* | 22.2 | -6.5 | 8.0 | -27.9
CCc1nnc(NC(=O)C2Cc3ccccc3CN2S(=O)(=O)CC)s1 (stereo unspecified) | -1.4 | 7.7 | 0.6 | -2.5 | -1.6 | 3.1 | 0.5 | 2.4 | 3.6
CC(=O)N=C1SC2CS(=O)(=O)CC2N1c1ccccc1Cl (stereo unspecified) | 4.2 | -1.8 | 2.3 | 0.2 | -1.9 | 7.0 | -0.1 | 3.2 | 6.5
Cc1ccc(C(=O)NN(CCC(=O)NC(C)(C)C)C2=NS(=O)(=O)c3ccccc32)cc1 | -1.6 | -10.6 | 4.2 | 1.3 | 1.4 | 2.9 | 3.5 | 4.3 | -4.2
CC12C=CC3(O1)C(C(=O)N1CCCOC13)C2C(=O)O (stereo unspecified) | 3.7 | 1.8 | 3.7 | 2.0 | -0.2 | 2.5 | 0.6 | 4.0 | -10.7
CCCOC(=O)Cn1cnc2scc(-c3ccc(C)cc3)c2c1=O | -0.8 | -2.7 | 2.1 | -0.4 | 6.7 | -6.3 | 1.4 | 2.8 | -3.7
O=C(CCS(=O)(=O)c1ccccc1)Nc1ccccc1F | 0.2 | 3.5 | 1.5 | -0.4 | 1.9 | 9.6 | 6.4 | -1.1 | 2.5
Cc1ccnc(NC(=O)c2ccccc2NC(=O)c2ccc(Cl)cc2Cl)c1 | -2.3 | -3.0 | 0.1 | 0.6 | 3.3 | -1.8 | -0.9 | 4.5 | -6.9

(more compounds)
SMILES | Fam108B inh | PME-1 inh | PAFAH1B2 FP inh | MEX-5 binding | pPAFAH inh | MCL1-BIM inh | Bcl-xL primary | AHR act | GLD-1 RNA inh
CC(C)c1ccc(NC(=S)NNC(=O)c2cccs2)cc1 | -1.8 | 10.8 | 5.0 | 0.1 | 12.3 | 3.2 | 2.0 | 7.5 | 1.3
Fc1ccccc1COc1ccc(-c2nnn(Cc3ccccc3F)n2)cc1 | -2.0 | -4.8 | 0.0 | 1.2 | 3.6 | 3.5 | 1.8 | -5.6 | 0.2
O=C(Cn1ccc2cc(S(=O)(=O)N3CCCC3)ccc21)NCc1ccco1 | 2.1 | 6.3 | -1.8 | -2.7 | 0.0 | 6.3 | 8.2 | 1.1 | 3.3
O=C(C1CC(c2ccccc2O)=NO1)N1CCCC1 (stereo unspecified) | -6.3 | 1.6 | 1.9 | -2.6 | 6.3 | 3.9 | 1.0 | 0.2 | 2.1
CCS(=O)(=O)N1CCC(C(=O)NCc2ccc(F)cc2Cl)CC1 | 3.2 | -5.1 | 2.5 | 0.1 | -4.9 | -0.9 | -0.6 | -1.1 | 1.5
CCN(CC)S(=O)(=O)c1cc(NC(=O)COC(=O)c2ccc(NC(=O)CC#N)cc2)ccc1C | -3.0 | -1.6 | -9.2 | 4.1 | 19.9 | -4.8 | -10.6 | 2.1 | -6.9
Cc1nc2nc(SCC(=O)NCCN3CCOCC3)nn2c(C)c1Cc1ccccc1 | 0.1 | -1.0 | 4.2 | 1.6 | -1.3 | 7.5 | 8.5 | -3.0 | 4.7
CCC(C)NC(=O)c1ccccc1NC(=O)/C(=C/c1ccc(OC)cc1)c1ccccc1 (stereo unspecified) | -5.3 | -14.8 | 1.0 | -0.2 | 0.8 | 3.0 | 2.2 | -0.3 | 3.5
Cc1cc(C)nc(SCC(=O)Nc2ccc(Br)cn2)n1 | 2.5 | -2.8 | 2.2 | -2.8 | -1.1 | 4.2 | 5.3 | 19.2 | 2.3
O=C1ON=C(c2ccccc2)/C1=C/c1ccco1 | 1.0 | -5.5 | 9.4 | -6.2 | 12.6 | -13.2 | -2.5 | 0.9 | 1.7
CCn1c(=O)n(CC)c2cc(NC(=O)c3ccccc3Cl)ccc21 | -3.3 | -1.7 | 9.9 | 0.5 | 3.3 | -0.8 | 2.0 | 18.6 | 4.9
COc1ccccc1N1CCN(C2CC(=O)N(c3ccccc3)C2=O)CC1 (stereo unspecified) | -0.2 | 3.0 | 0.2 | 0.5 | 4.9 | 13.0 | 5.2 | -2.2 | -0.4
Cc1cc(Oc2ccc(-c3ccccc3)cc2)nc(N2CCOCC2)n1 | -3.2 | 7.6 | 3.5 | -1.5 | 6.1 | 7.0 | 2.5 | 1.4 | 6.0
CSc1cccc(CN2CCC(CO)(Cc3ccccc3)CC2)c1 | -3.9 | -2.5 | 5.0 | 1.1 | -1.6 | -0.1 | 1.9 | 5.6 | -4.0
COc1ccc(OC)c(NC(=O)C2CCCN(S(=O)(=O)c3cccc4nonc34)C2)c1 (stereo unspecified) | -4.0 | 5.7 | 4.5 | -7.1 | -0.3 | 3.6 | 4.1 | 4.2 | 2.1
Cc1cc2ccccc2n1CCNC(=O)Cc1ccccc1 | 2.5 | 1.5 | 1.7 | -1.1 | 7.0 | 7.6 | 7.2 | -0.5 | 16.0
Cc1ccnc(NC(c2ccsc2)c2ccc3ccc(C)nc3c2O)c1 (stereo unspecified) | 3.6 | -2.1 | 9.2 | 0.8 | 3.3 | 5.9 | 3.8 | 5.8 | 0.7
CCn1c(SCC(=O)NC2CC2)nnc1-c1ccc(F)cc1 | 0.5 | 1.8 | -0.5 | -0.2 | -1.1 | -1.2 | -0.5 | -2.8 | 0.3
COc1cc(S(=O)(=O)Nc2cccc(C(=O)O)c2)c(OC)cc1Cl | 1.8 | 0.6 | 8.9 | nt | 1.0 | 5.0 | 4.0 | -0.5 | 0.6
Cn1cnc2cc(NCc3cccs3)ccc21 | -2.9 | -7.4 | -2.1 | -10.0 | -2.3 | 5.2 | 1.9 | 49.6* | -3.3
C[C@H](CO)N1C[C@H](C)[C@@H](CN(C)S(=O)(=O)c2cccs2)Oc2c(NC(=O)NC3CCCCC3)cccc2C1=O | nt | nt | 4.5 | nt | 1.3 | nt | nt | 3.2 | 5.9
COc1ccc2c(c1)c(CC(=O)Nc1cccc(S(N)(=O)=O)c1)c(C)n2C(=O)c1ccc(Cl)cc1 | -19.0 | -20.1 | 1.1 | -0.8 | -3.7 | -1.9 | 0.1 | 3.3 | 3.1
NC1=NC(c2ccc(F)cc2)n2c(nc3ccccc32)N1 (stereo unspecified) | -0.5 | -17.8 | 2.4 | -0.7 | -7.1 | -1.6 | -2.7 | 8.4 | 5.1
COc1cc(Br)c(CN2CCCN(C)CC2)cc1OC | -0.3 | 1.8 | 3.1 | 2.9 | 8.7 | 4.1 | 2.6 | 2.5 | -0.2
CC(C)(C)NS(=O)(=O)c1ccc(NC(=O)CS(=O)(=O)Cc2ccccc2)cc1 | -0.4 | 0.0 | -3.9 | 2.5 | 3.2 | 7.4 | 2.5 | 4.7 | 4.0
COc1ccc(C2CC(=O)C3=C(C2)Nc2ncnn2C3c2ccccc2C)c(OC)c1 (stereo unspecified) | -1.9 | 2.5 | 5.6 | -1.3 | 10.1 | 2.0 | 5.0 | -2.2 | 4.4
CCN(c1ccccc1)S(=O)(=O)c1ccc(Cl)c(NC(=O)Nc2ccc(Cl)cc2C#N)c1 | -5.4 | 10.6 | 2.6 | 2.6 | -0.2 | 10.6 | 3.4 | 28.9 | 0.7
Cc1ccc(-c2csc3ncnc(SCC(=O)O)c23)cc1 | -2.2 | -0.5 | 3.5 | 0.2 | 1.3 | -5.5 | 1.8 | 1.4 | -1.6
O=C(Cn1c(=O)oc2cc(S(=O)(=O)N3CCCC3)ccc21)NC1CCCc2ccccc21 (stereo unspecified) | -20.5 | -22.0 | -12.4 | 1.9 | -7.7 | -3.2 | -1.1 | 4.0 | -4.0

Exported comma-delimited: part of the list above.
Structure,Fam108B inh,PME-1 inh,PAFAH1B2 FP inh,MEX-5 binding,pPAFAH inh,MCL1-BIM inh,Bcl-xL primary,AHR act,GLD-1 RNA inh
Cc1ccc(-c2csc3ncnc(SCC(=O)O)c23)cc1,-2.2,-0.5,3.5,0.2,1.3,-5.5,1.8,1.4,-1.6
O=C(Cn1c(=O)oc2cc(S(=O)(=O)N3CCCC3)ccc21)NC1CCCc2ccccc21 (stereo unspecified),-20.5,-22.0,-12.4,1.9,-7.7,-3.2,-1.1,4.0,-4.0

These rows are one share of the data (hit frequency here may not be typical).
